AmpC inh det: blocks E. coli AmpC beta-lactamase in presence of detergent. P00811. 0.09% of 71,000 active. purified AmpC, nitrocefin hydrolysis with detergent. Potency, µM (highest dose often 28.7 µM), for the others: at the highest dose activity change, negative = inhibition; active means well fitted curve in the direction sought with a large enough effect
Target sequence (P00811 whole entry, looked up): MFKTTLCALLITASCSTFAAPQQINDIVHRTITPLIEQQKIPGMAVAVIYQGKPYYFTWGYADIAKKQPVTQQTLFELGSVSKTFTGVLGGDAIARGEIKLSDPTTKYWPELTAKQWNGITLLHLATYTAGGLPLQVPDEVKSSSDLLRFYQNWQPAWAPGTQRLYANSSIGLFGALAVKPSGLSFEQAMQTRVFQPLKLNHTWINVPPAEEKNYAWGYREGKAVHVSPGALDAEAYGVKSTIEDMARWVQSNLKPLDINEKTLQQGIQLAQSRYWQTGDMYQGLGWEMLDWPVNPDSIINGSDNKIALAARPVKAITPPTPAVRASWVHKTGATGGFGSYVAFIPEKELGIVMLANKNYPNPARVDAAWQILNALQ
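E. coli AmpC (5.3 nM) in 20 mM phosphate pH 7.0 with 0.01% Triton X-100, preincubated 15 min RT with compound; nitrocefin (2 uL of 800 uM stock) hydrolysis followed by 480 nm absorbance every 20 s over 4 min.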
* = called active by the depositor; & = joins results of further samples; [ ] = remark or other dose. On the % scale 0 is the no-effect control and ±100 the full control effect; potency means the concentration at half of the fitted maximal effect.

compound,AmpC inh det
CCOC(=O)C1=C(C)N=C2SCCC(=O)N2C1c1cc(Br)ccc1OC (configuration not stated),-2.6%
O=C(Nc1ccccc1)Nc1ccc(S(=O)(=O)N2CCCCC2)cc1,-2.5%
CCOC(=O)C1CCN(S(=O)(=O)c2cnc[nH]2)CC1,-1.7%
Nc1c(NCCCN2CCOCC2)c2ccccc2oc1=O,-4.9%
COCCCNC(=O)CS(=O)Cc1nc(-c2ccccc2C)oc1C (configuration not stated),14.9%
Nn1c(SCC(=O)Nc2ccc3c(c2)OCO3)nnc1C1CCCCC1,-2.5%
Cn1c(=O)c2cc(NC(=O)c3ccccc3Cl)c(=O)oc2n(C)c1=O,-4.0%
CC(C)COc1ccc(C(=O)OCCN2CCOCC2)cc1,-3.3%
Cn1c(CNc2ccccc2O)nc2ccccc21,13.0%
CC1CCN(C(=O)Nc2cccc(NC(=O)N3CCC(C)CC3)c2)CC1,-3.1%
CC(=O)N1CCN(c2ccc(NC(=O)c3ccc4c(c3)OCCO4)cc2)CC1,-3.2%
Cn1c(=O)c2c(-c3ccccc3)n(N3CCOCC3)cc2n(C)c1=O,11.4%
CCC1(C)Cc2c(sc3nc(NC)n(C)c(=O)c23)CO1 (configuration not stated),-0.9%
C=CCn1c(SCC(=O)Nc2ccc3c(c2)OCO3)nnc1-c1ccccc1O,-4.8%
O=C(CCn1nnc2ccccc21)N1CCC(O)(c2cccc(F)c2)CC1,-2.7%
Cc1ccc(S(=O)(=O)N2CCOCC2)cc1C(=O)Nc1ccccn1,-2.5%
O=C(Cn1c(C(=O)NCc2ccco2)cc2sccc21)c1ccccc1,-5.9%
COc1cccc(-c2n[nH]c(=S)n2Cc2ccco2)c1OC,-4.3%
CSc1nc(N)c(C#N)c(-c2ccc(Cl)cc2)c1C#N,-4.3%
Cc1cccc(CNc2cc(-c3ccc(N(C)C)cc3)ncn2)c1,4.6%
COP(=O)(OC)OC=C(Cl)Cl,7.0%&7.5%
Cn1c(=O)n(C)c2cc(CNc3ccc(N4CCOCC4)c(C(=O)O)c3)ccc21,-0.5%
Cc1cc(C)n2nc(SCC(=O)Nc3ccc(F)cc3)nc2n1,13.4%
Cc1c[nH]c(=O)n(CCCN2CCN(c3ccccc3OCC(F)(F)F)CC2)c1=O,-2.6%
O=C(CSCCO)Nc1cc(C(F)(F)F)ccc1Cl,-2.9%
COc1cccc(C2CC(=O)Nc3c2c(=O)n(C)c(=O)n3C)c1OC (configuration not stated),4.0%
Cc1ccc(C(=O)NCC2CCCO2)o1 (configuration not stated),-4.5%
CCC(C)C(N)C(=O)NC(CCC(=O)OCc1ccccc1)C(N)=O (configuration not stated),-2.3%
Cc1ccc(NC(=O)CCC(=O)OCC(F)(F)C(F)F)cc1,6.6%
Cn1nnnc1SCc1ccc(F)cc1,-0.9%
COc1ccc2c3c1O[C@H]1C[C@H](O)C=C[C@@]31CCN(C)C2,3.0%&-3.6%&0.0%
CCOC(=O)C1C(c2cccc(Cl)c2Cl)NC(=O)NC1(O)C(F)(F)F (configuration not stated),-0.8%
O=C(COc1ccc(Cl)cc1)NCc1nnc(SCC(=O)NCc2ccc3c(c2)OCO3)o1,-3.0%
Cc1cccc2cc(CN(CCc3ccccc3)C(=O)N3CCOCC3)c3nnnn3c12,-3.4%
C=CCn1c(SCC(=O)Nc2ccc(NC(=O)c3ccco3)c(OC)c2)nnc1-c1ccncc1,12.9%
CCc1nnc(NC(=O)CSc2nnc(-c3ccncc3)n2Cc2ccccc2)s1,-2.4%
COc1ccc(OC)c(-c2cc(C(=O)NCCCn3ccnc3)no2)c1,-2.9%
COc1ccc(C(c2nnnn2C2CCCCC2)N2CCN(c3ccc(OC)cc3)CC2)cc1 (configuration not stated),-3.1%
CCOC(=O)N1CCN(C(=O)CCCn2c(=O)[nH]c3ccccc3c2=O)CC1,-3.4%
Cc1cc(N2CCCCCC2)nc(-c2ccccc2O)n1,-0.8%

A section from further up, as a working copy:
compound,AmpC inh det
Cc1cccc2cc(CN(CCc3ccccc3)C(=O)N3CCOCC3)c3nnnn3c12,-3.4%
C=CCn1c(SCC(=O)Nc2ccc(NC(=O)c3ccco3)c(OC)c2)nnc1-c1ccncc1,12.9%

Ordered by length of the SMILES (lowest first): 3 of the compounds above.
compound,AmpC inh det
Nn1c(SCC(=O)Nc2ccc3c(c2)OCO3)nnc1C1CCCCC1,-2.5%
Cn1c(=O)c2cc(NC(=O)c3ccccc3Cl)c(=O)oc2n(C)c1=O,-4.0%
Cc1cccc2cc(CN(CCc3ccccc3)C(=O)N3CCOCC3)c3nnnn3c12,-3.4%

Later entries
compound,AmpC inh det
CCn1c(CC(=O)Nc2ccccc2)nnc1SCC(=O)Nc1ccccc1C(=O)OC,-4.7%
O=C(c1ccc(Cl)cc1Cl)N1CCC(c2nc3c(nnn3Cc3ccco3)c(=O)[nH]2)CC1,3.9%
CCNc1cc(O)ccc1C,12.1%
O=C(CCn1nc(-c2ccccc2)ccc1=O)N1CCOCC1,-0.8%
COc1ccc(Cn2nc(C)cc2C)cc1OC,13.8%
O=C(O)COc1ccccc1,5.4%
CN1CCN(c2nc3c(c(=O)[nH]c(=O)n3C)n2CC(N)=O)CC1,3.5%
COc1ccccc1N1CCN(C(=O)CCc2ccc(S(=O)(=O)NCC(C)C)cc2)CC1,-5.6%
Cc1nc2ccc(S(=O)(=O)NC(C(=O)Nc3nccs3)C(C)C)cc2s1 (configuration not stated),9.3%
Cc1ccccc1NC(=O)c1c(O)c2cccc3c2n(c1=O)CC3,8.6%
COc1cc(NC(=O)c2cc(-c3ccco3)on2)c(OC)cc1Cl,-4.5%
CC(=O)N1CCC2(CCCN(Cc3ccccc3)C2)CC1,-0.6%
Cc1ccc2oc(=O)c3cc(C(=O)N4CCN(c5ncccn5)CC4)sc3c2c1,10.7%
CS(=O)(=O)N1CCCC(C(=O)NCc2ccc(F)cc2)C1 (configuration not stated),-2.4%
Nc1ccc(C23CC4CC(CC(O)(C4)C2)C3)cc1,-2.8%
Cc1cc(N(C)C)c(C#N)c(N2CCCCC2)n1,-3.5%
O=C(O)c1ccc(OCC(O)Cn2cnc3ccccc32)cc1 (configuration not stated),-4.4%
COCCn1c(=O)c(CCc2ccccc2)nc2cnc(Nc3cccc(OC)c3)nc21,0.7%
CCn1c(=O)cc(OCC(=O)Nc2ccc3c(c2)OCCO3)c2ccccc21,-3.3%
c1ccc2c(c1)-c1nc3ccccc3cc1[C@H]2N1CCOCC1,-1.7%[5.75 µM]
O=C(Nc1cccc(-c2nc3cccnc3s2)c1)c1ccco1,-3.8%
COC(=O)Nc1nnc(-c2ccncc2)s1,-0.5%
COC(=O)c1[nH]c2ccc(Cl)cc2c1NC(=O)CN1CCc2cc(OC)c(OC)cc2C1,-5.5%
CCCNC(=O)c1n[nH]c(=O)c2ccccc12,-3.9%
Cn1c(CCNC(=O)c2cccs2)nnc1SCC(=O)Nc1nc(-c2ccccc2)cs1,-1.6%
CCn1nnnc1SCC(=O)Nc1nnc(C(C)C)s1,-2.7%
COc1cc(C(=O)Nc2ccc3c(c2)OCCO3)c(-n2cnnn2)cc1OC,-4.6%
CCOC(=O)CSc1nnc(CNC(=O)c2ccc(S(=O)(=O)N3CCCC3)cc2)n1C,-4.5%
COc1ccc(-c2nc3cccc(C)n3c2NCc2ccco2)cc1OC,-1.3%
N#CC1=C(N)C(C#N)(C#N)[C@H](c2ccsc2)[C@H]2COCC=C12,2.2%
COc1ccccc1CCn1c(=O)c(-c2ccc(F)cc2)nc2cncnc21,0.8%
Cc1nc(N2CCN(Cc3nc4ccccc4[nH]3)CC2)c2oc3ccccc3c2n1,-0.2%
CCCc1ccc(OCc2ccc(C(=O)OC)o2)c(OC)c1,-0.8%
CN(C)C(=O)c1ccc(-c2ccc3ncnc(NCc4ccccc4)c3c2)cc1,-15.9%
COc1ccc2[nH]c(=O)c(CN(C(=O)c3ccco3)C3CCCCC3)cc2c1,-0.6%
CCOC(=O)C1=C(C)NC(=S)NC1c1cccc(O)c1 (configuration not stated),-2.7%
COc1ccccc1Nc1ncnc2c1oc1ccccc12,-1.7%
O=C(Nc1ccc(N2CCN(C(=O)c3ccco3)CC2)cc1)c1cccc(F)c1,8.2%
CCOC(=O)C(C)n1nc(C)c2sc3ccccc3c2c1=O (configuration not stated),11.1%
CCN(C(=O)c1ccnc(C(C)(C)C)c1)c1ccccc1,-4.0%
CC1CC(C)CN(C(=O)CSc2nnc(-c3ccc(Cl)cc3)o2)C1 (configuration not stated),7.3%
COC(=O)c1ccccc1NC(=O)COC(C)=O,12.5%
CCN1CCN(c2ncnc3sc(C(=O)Nc4ccccc4F)c(C)c23)CC1,1.1%
O/N=C1\CC/C(=N\O)c2nn(-c3ccc(Cl)cc3Cl)nc21,-1.1%
COc1ccccc1C1C=C(c2ccc(C)cc2)Nc2nnnn21 (configuration not stated),-3.6%
Cc1ccc(S(=O)(=O)N2CCSC2c2ccco2)cc1 (configuration not stated),13.0%
O=C(N1CCOCC1)N1CCN(Cc2ccccc2)CC1,-3.2%
N/C(=N/O)c1nc(N2CCCCC2)nc(N2CCCCC2)n1,11.0%
COc1ccccc1CNc1ncncc1-c1ccccc1C(F)(F)F,12.2%
COc1ccc(-c2nc(-c3ccncc3)no2)cc1OC,2.4%
O=C(O)c1cccc(N=Nc2c(S(=O)(=O)O)ccc3c2C(=O)c2ccccc2C3=O)c1O,-8.8%[5.75 µM]
COc1ccccc1CNC(=O)Cn1cnc2ccccc2c1=O,-4.0%
N=c1sc2ccccc2n1CCS (tested in a mixture with another compound),-2.8%[5.75 µM]
CC(c1ccccc1)n1cc(C(=O)NCC2COc3ccccc3O2)nn1 (configuration not stated),9.9%
CN(C)C(=O)c1ccc(-c2nc(Nc3ccccc3)c3ccccc3n2)cc1,7.5%
O=C(CSc1nc(O)c(Cc2ccccc2)c(=O)[nH]1)Nc1ccccc1,-1.2%
Cc1cccc(N2CCN(C(=O)c3ccc(N4CCCC4=O)cc3)CC2C)c1 (configuration not stated),-6.6%
Cc1ccnc(SCCn2c(N(C)Cc3ccccc3)nc3c2c(=O)n(C)c(=O)n3C)n1,7.9%
CSc1nnc(Cn2c(=O)sc3ccccc32)n1CCc1ccccc1,6.5%
Cc1cccc(CCNC(=O)CCc2nc(-c3ccccc3F)no2)c1,0.2%

(more compounds)
compound,AmpC inh det
CCn1c(=O)cc(SCC(=O)Nc2ccc3c(c2)OCO3)c2ccccc21,17.9%
O=C(CSc1nnc(-c2cccnc2)o1)Nc1ccccn1,-2.7%
CCOC(=O)C1CCN(c2c(NCCCN(C)C3CCCCC3)c(=O)c2=O)CC1,4.6%
COc1cccc(-c2noc(N)c2C#N)c1,-1.8%
Cc1noc(NS(=O)(=O)c2ccc(NC(=O)Nc3ccc(Cl)c(Cl)c3)cc2)c1C,-3.8%
Cc1csc(NC(=O)c2cnccn2)n1,-4.5%
Cc1ccc(NC(=O)NC(=O)CSc2nnnn2C)c(C)c1,0.6%
CC(C)OP(=O)(c1ccc(N(C)C)cc1)C(O)c1c(Cl)cccc1Cl (configuration not stated),12.2%
c1ccc2c(c1)Cn1nc(Cc3nc4c(s3)CCCC4)nc1-2,0.3%
Brc1ccc2c(c1)c1nc3ccccc3nc1n2CCN1CCOCC1,10.8%
Oc1ccc2c(c1)OCO2,8.4%
COc1cc2c(cc1OC)CN(C(=O)Cc1ccc(OC)c(S(=O)(=O)N3CCOCC3)c1)CC2,-0.8%
COc1ccc2c(C)nc(Nc3nc(C)cc(=O)[nH]3)nc2c1,-3.5%
CS(=O)(=O)N(CC(=O)N1CCOCC1)Cc1ccc(Cl)cc1,1.6%
COC(=O)c1ccc(NC(=O)c2cnc3scc(C)n3c2=O)cc1,12.6%
Cn1c(=O)c2c(nc(SCCCC#N)n2Cc2ccccc2F)n(C)c1=O,10.3%
COC(=O)C(C)C1Sc2ccccc2NC1=O (configuration not stated),-0.9%
CCOC(=O)N1CCN(C(=O)c2oc3ccc(S(=O)(=O)N4CC(C)CC(C)C4)cc3c2C)CC1 (configuration not stated),-6.0%
O=C(CN(Cc1ccccc1F)C(=O)Cn1nnc(-c2cccs2)n1)NCC1CCCO1 (configuration not stated),3.8%
Cc1cccc(-c2nc(CS(=O)CC(=O)NC3CCCC3)c(C)o2)c1 (configuration not stated),10.7%
O=c1cc(-c2ccccc2)nc(N2CCCCC2)[nH]1,1.3%
O=C(Cn1cnc2c(cnn2-c2ccccc2)c1=O)NCCc1ccccc1,-5.3%
Cc1ccc(-c2nnn(CC(=O)Nc3ccccc3-c3ccccc3)n2)c(-n2cnnn2)c1,-1.0%
O=C(Nc1ccccn1)c1ccc2ccccc2n1,1.5%
CC(C)C(c1nnnn1C1CCCCC1)N1CCN(c2ncccn2)CC1 (configuration not stated),10.3%
COc1cccc(C(=O)Nc2cccc(SC)c2)c1,7.5%
COCCn1c(COc2cccc(OC)c2)nnc1SCC(=O)N1CCOCC1,8.3%
Clc1ccccc1-c1nnc2sc(-c3ccc(Br)o3)nn12,-6.4%
CC(=O)N(CCN(C(C)=O)c1ccccc1)c1ccccc1,3.5%
COc1ccccc1NC(=O)N1CCN(c2cccc(C(F)(F)F)c2)CC1,11.3%
O=C(CCn1c(=O)[nH]c2ccccc2c1=O)Nc1ccccc1,1.6%
Cc1nc(SCC(=O)N2CCCc3ccccc32)c2oc3ccccc3c2n1,12.6%
CC(=O)c1c(C)nn(CC(O)Cn2c3c(c4cc(C)ccc42)CCCC3=O)c1C (configuration not stated),-1.6%

Source: PubChem BioAssay

An excerpt. The share of hits here may be higher or lower than overall.
